Assay outcomes as filed in PubChem.
VP16 counter: VP16 counterscreen qHTS for inhibitors of ROR gamma transcriptional activity. Potency, µM (titrated, usually from 53.6 µM), inactives show top-dose activity, negative = inhibition, usual class: inhibitors. Drosophila S2 Gal4-VP16 UAS-luciferase, luminescence, 20 h. hit rate 3.5% among 310,000. AID 2546, 2010;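 further: Gal4-VP16 expression switched on by copper sulfate through the metallothionein promoter; potency means the concentration at half of the fitted maximal effect; on the % scale 0 is the no-effect control and ±100 the full control effect; nearly all actives have a fitted effect of over 50% in size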
Rab9 promoter act: qHTS Assay for Rab9 Promoter Activators | Huh7 Rab9 promoter-luciferase reporter, luminescence, 24 h | Potency, µM (series often up to 9.22 µM), without a hit: at the highest dose activation, negative = inhibition, hits mostly activators | hit rate 2.8% among 320,000; further: potency means the concentration at half of the fitted maximal effect; % of control where 0% means no effect; nearly all actives have a fitted effect of over 60% in size
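Rab9 promoter-driven luciferase in stably transfected Huh7 cells; 1500 cells/well rested 2 h, exposed to compound in DMSO for 24 h at 37 °C, 5% CO2. Luminescence read 10 min after adding luciferase reagent at ambient temperature.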
FLuc counter: qHTS profiling assay for firefly luciferase inhibitor/activator using purifed enzyme and Km concentrations of substrates (counterscreen for miR-21 project); Luciferin 4-monooxygenase (Photinus pyralis), P08659; Potency, µM (doses to about 57.5 µM), for inactives: at the highest dose activity change, negative = inhibition, usual class: inhibitors; purified FLuc, Km substrates, luminescence inhibition; AID 588342, 2011; hit rate 6.9% among 360,000;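 further: potency means the concentration at half of the fitted maximal effect; plate controls were vehicle for no effect and reference inhibitor for full effect; nearly all actives have a fitted effect of over 55% in size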
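Biochemical qHTS of compounds, final roughly 60 µM downward over six points, against 10 nM purified firefly luciferase using Km concentrations of substrates (10 uM D-luciferin, 10 uM ATP) in Tris acetate pH 7.5 buffer; luminescence output.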
RORgamma inh: qHTS for inhibitors of ROR gamma transcriptional activity | Nuclear receptor ROR-gamma (Mus musculus), P51450 | Drosophila S2 Gal4-RORgamma UAS-luciferase reporter, 20 h | Potency, µM (series often up to 53.6 µM), inactives show top-dose activity change, negative = inhibition, usual class: inhibitors | hit rate 5.4% among 310,000; further: potency means the concentration at half of the fitted maximal effect; on the % scale 0 is the no-effect control and ±100 the full control effect; nearly all actives have a fitted effect of over 60% in size
Target sequence (P51450 whole entry, looked up, the tested form may be a part): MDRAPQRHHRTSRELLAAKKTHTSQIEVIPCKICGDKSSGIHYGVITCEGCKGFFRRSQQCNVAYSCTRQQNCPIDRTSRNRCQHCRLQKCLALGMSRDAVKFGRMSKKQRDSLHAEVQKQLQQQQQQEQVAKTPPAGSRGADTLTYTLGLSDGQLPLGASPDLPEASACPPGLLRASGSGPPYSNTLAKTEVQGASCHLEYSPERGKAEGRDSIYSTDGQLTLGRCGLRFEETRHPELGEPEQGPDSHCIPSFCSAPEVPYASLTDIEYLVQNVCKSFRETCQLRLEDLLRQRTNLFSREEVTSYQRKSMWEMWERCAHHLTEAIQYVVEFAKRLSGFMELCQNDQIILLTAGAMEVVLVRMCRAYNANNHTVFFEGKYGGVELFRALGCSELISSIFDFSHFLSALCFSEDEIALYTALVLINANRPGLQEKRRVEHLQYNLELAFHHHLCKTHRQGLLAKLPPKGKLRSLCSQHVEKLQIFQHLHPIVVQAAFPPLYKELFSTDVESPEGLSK
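Drosophila Schneider cells stably carrying a metallothionein-driven Gal4 DBD–ROR gamma fusion and a UAS-Photinus luciferase reporter were exposed to compound for 1 hr, then induced with copper sulfate (700 uM final) for 20 hr at ambient temperature before luminescence reading.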
BRCA1 expr act: qHTS Assay to Identify Small Molecule Activators of BRCA1 Expression; MCF7-BRCA1-FFLuc reporter, luminescence, 48 h; response scale: scaled: vehicle 0%, 10 µM genistein 100%; Potency, µM (top dose mostly 46.1 µM), inactives show at the highest dose activation, usual class: activators; hit rate 1.1% among 380,000; AID 624202, 2012; further: potency means the concentration at half of the fitted maximal effect; nearly all actives have a fitted effect of over 80% in size; some results filed as inactive show a strong effect at the top dose
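MCF7-BRCA1-FFLuc, 2000 cells/well; 2 h attach, 37 °C/5% CO2; compound 48 h; luciferase substrate 15 min; luminescence end-point. Norm. to genistein 10 microM max activation and DMSO; concentration-response curves fitted.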
Tb PFK inh: qHTS Assay to Find Inhibitors of T. brucei phosphofructokinase; hit rate 0.17% among 330,000; T. brucei PFK, ADP-Glo luminescence; AID 485367, 2010; ATP-dependent 6-phosphofructokinase (Trypanosoma brucei brucei), O15648; Potency, µM (titrated, usually from 57.5 µM), for inactives: top-dose activity, negative = inhibition, hits mostly inhibitors;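 further: potency means the concentration at half of the fitted maximal effect; 0% = uninhibited 1x PFK enzyme wells and -100% = no-enzyme wells; nearly all actives have a fitted effect of over 60% in size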
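Activity is normalized to no-enzyme wells (full inhibition) and 1.25 nM enzyme wells (no inhibition). Reaction: 0.5 mM F6P, 0.1 mM ATP, 45 min RT, ADP-Glo luminescence; concentration-response curves fitted and classed by quality.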
p53 reactivation: qHTS assay for re-activators of p53 using a Luc reporter. hit rate 0.063% among 320,000. H1299 p53-A138V BP100-luciferase reporter, luminescence, 24 h. Potency, µM (highest dose often 92.2 µM), for inactives: at the highest dose activity change, positive = activation, actives largely listed as activators. AID 504706, 2011; further: potency means the concentration at half of the fitted maximal effect; % of control where 0% means no effect; nearly all actives have a fitted effect of over 45% in size
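p53-null H1299 cells stably carrying temperature-sensitive p53-A138V and a BP100-luciferase reporter were pinned with compounds (4-point, 1:5 series) and held 24 hrs at 37 deg C. Luminescence was read 10 min after detection reagent.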
TRPV1 ag: HTS Assay for Compounds that Act as Agonists of the Vanilloid Receptor 1 | Transient receptor potential cation channel subfamily V member 1 (Homo sapiens), Q8NER1 | TRPV1-expressing cells, Fluo-8 calcium influx, agonist mode | activation, % at 8.33 µM | hit rate 0.19% among 320,000 | AID 540275, 2011; in the data active means activation above about 80%; inconclusive means between about 30% and that limit; further: 0% is about no effect
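Fluo-8 calcium influx in TRPV1-expressing cells, kinetic read (ex 480/em 520 nm). Compound added and read 3 min for agonist activity, followed by capsaicin at EC20 final and 2 min further read for enhancement.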
ELG1 genotoxic: qHTS screen for small molecules that induce genotoxicity in human embryonic kidney (HEK293T) cells expressing luciferase-tagged ELG1 | Potency, µM (titrated, usually from 46 µM), for inactives: top-dose activity change, positive = activation, hits mostly activators | HEK293T ELG1-luciferase reporter, luminescence, 16 h | hit rate 1.3% among 330,000 | AID 504466, 2011; further: potency means the concentration at half of the fitted maximal effect; % of control where 0% means no effect; nearly all actives have a fitted effect of over 60% in size
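Step 1: seed 2,000 HEK293T ELG1-luciferase cells per well. Step 2: add compound or DMSO, incubate 16 hr at 37 °C. Step 3: ONE-Glo, 30 min at room temperature, read luminescence.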
NPC1 prom act: qHTS Assay for NPC1 Promoter Activators; Huh7 NPC1 promoter luciferase reporter, 24 h; hit rate 2.4% among 320,000; Potency, µM (series often up to 9.22 µM), without a hit: top-dose activation, hits mostly activators;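 further: potency means the concentration at half of the fitted maximal effect; % of control where 0% means no effect; nearly all actives have a fitted effect of over 60% in size; reporter is driven by a mutant NPC1 promoter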
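Huh7 reporter cells (NPC1 promoter driving luciferase) are dosed with compound for 24 h at 37 °C, 5% CO2; luciferase detection reagent is then added and luminescence measured after 10 min at ambient temperature.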
ELG1 DNA repair: qHTS screen for small molecules that inhibit ELG1-dependent DNA repair in human embryonic kidney (HEK293T) cells expressing luciferase-tagged ELG1 | HEK293T ELG1-luciferase reporter, luminescence, 16 h; DNA damage induced by 5-fluorouridine | Potency, µM (series often up to 46.1 µM), for inactives: at the top dose activity change, negative = inhibition, most hits filed as inhibitors | hit rate 2.3% among 330,000; further: potency means the concentration at half of the fitted maximal effect; on the % scale 0 is the no-effect control and ±100 the full control effect; nearly all actives have a fitted effect of over 55% in size
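DMSO vehicle served as the neutral condition. Each well held 2,000 cells given 5-fluorouridine plus compound; after 16 hr at 37 °C/5% CO2, ONE-Glo was added and luciferase measured 30 min later.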
Starred values were filed as active, the others as inactive; ? = inconclusive; . = not tested or not shown; [ ] = remark or other dose. Unless noted, the call rests on the fitted dose curve; in most records, active means well fitted curve in the direction sought with a large enough effect; inconclusive means small, poorly fitted or top-dose-only effect, or another doubt; inactive means no such curve, though single readings can be large; an effect the other way counts as inactive or inconclusive. Compounds were not picked by outcome; 15% or so of the library scored in one or more.

Values run as follows: p53 reactivation	VP16 counter	Tb PFK inh	ELG1 DNA repair	TRPV1 ag	ELG1 genotoxic	RORgamma inh	FLuc counter	BRCA1 expr act	Rab9 promoter act	NPC1 prom act
O=C(c1ccc(Br)o1)N1CC=C(c2ccccc2)CC1
→ -3%	.	-3%	28%	.	1%	.	.	11%	.	.
COc1cccc(-c2ccc(SCC(=O)NCCc3ccccc3)nn2)c1
→ 11%	7%	2%	?	4	-5%	2%	?	-46%	-2%	3%
Cc1cc(C)c(NC(=S)N(CCN(C)C)C(C)c2cccnc2)c(C)c1 (centres undefined)
→ -2%	-2%[10 µM]	-5%	8%	-1	4%	-43%	-2%	15%	-4%	-1%
Cc1ccc(S(=O)(=O)N(C)C(=O)NC(=O)NS(=O)(=O)c2ccccc2)cc1
→ 1%	-10%	-3%	?	0	1%	12%	-1%	15%	10%	6%
O=C(Cn1c2[n+](c3ccc(C(F)(F)F)cc31)CCCCC2)c1ccc2c(c1)OCCO2
→ 0%	11%	2%	10%	-3	-7%	14%	1%	-14%	-4%	-2%
Cc1ccc2c(c1)c1c3n2CCN=C3CCC1
→ -3%	?	0%	-14%	2	-5%	11µM*	-2%	-35%	-2%	2%
CCNC(=O)N(C)C[C@H]1N[C@@](Cc2ccccc2)(C(=O)OC)[C@H]2C(=O)N(C)C(=O)[C@@H]12
→ 4%	.	-5%	?	.	1%	.	.	1%	.	.
CN(C(=O)c1ccc(NC(=O)Cc2ccc([N+](=O)[O-])cc2)cc1)C1CC1
→ 2%	.	-14%	-11%	.	1%	.	.	22%	.	.
CC1CCN(C(=O)CSc2nc(N)cc(N)n2)CC1
→ 18%	0%	-2%	14%	-2	2%	2%	0%	4%	1%	4%
COc1ccc2c(=O)c3c(=O)n(CCc4ccccc4)c(C(C)C)nc3oc2c1
→ 0%	1%	-6%	-27%	?	-2%	0%	1%	-9%	-8%	-5%
Cc1ccc(C)c(NC(=S)N2CCC(NC(=O)c3ccccc3)CC2)c1
→ 0%	2%	0%	-1%	-2	-1%	?	4%	0%	10%	-1%
O=C(NCCNS(=O)(=O)c1ccc(Cl)cc1)c1cc(OCC(F)(F)F)ccc1OCC(F)(F)F
→ 2%	-12%	-1%	-3%	?	-10%	0%	2%	4%	-2%	1%
Cc1[nH]c2ccccc2c1C(=O)CN1CCN(C2CCCCC2)CC1
→ 2%	1%	-10%	0%	-1	1%	10%	8%	.	-2%	2%
CCC(C)(C)NC(=O)c1ccc2c(c1)N(CC(=O)NC1CCCC1)C(=O)C(C)(C)O2
→ -4%	8%	1%	-1%	-2	-2%	-13%	3%	-10%	8%	3%
CN(C(=O)C1CCN(c2ncnc3c2nc2n3CCCCC2)CC1)C1CCCCC1
→ 10%	-3%	-3%	?	5	-4%	28%	1%	-7%	-3%	-5%
CSc1nc(N)nc(SCC(=O)OC(C)C)c1C#N
→ 13%	0%	-2%	?	-3	?	31%	?	-40%	8%	24%
Cc1oc(C)c(C(N)=O)c1C(N)=O
→ -1%	3%	-4%	6%	-1	1%	3%	0%	-7%	-2%	-7%
CC(C)(C)NC(=O)C1CCCN(S(=O)(=O)c2ccc(-n3cnnn3)cc2)C1 (centres undefined)
→ 3%	1%	0%	2%	1	-4%	29%	1%	-14%	0%	-2%
Cc1cc(S(=O)(=O)N2CCOCC2)ccc1OCC(=O)N1CCC(C(N)=O)CC1
→ 3%	1%	3%	15%	0	1%	-19%	0%	-2%	4%	-3%
Cc1cc(=O)n2[nH]c(-c3cccnc3)nc2n1
→ -5%	-21%	2%	7%	-4	1%	0%	17µM*	.	1%	-4%
COc1ccc(Nc2ccc(C(F)(F)F)cc2[N+](=O)[O-])cn1
→ ?	-8%	-2%	1%	11	0%	0%	-3%	-5%	-2%	1%
O=C(Nc1cc(S(=O)(=O)N2CCOCC2)ccc1Oc1ccc(F)cc1)C1=COCCO1
→ -5%	.	-17%	-7%	19	2%	.	1%	-14%	-9%	0%
O=C1CCc2cc(S(=O)(=O)N3CCN(c4cccc(Cl)c4)CC3)ccc2N1
→ -15%	-24%	3%	-1%	12	6%	-12%	3%	-5%	5%	-2%

Complete entries as entered above.
CCC(C)(C)NC(=O)c1ccc2c(c1)N(CC(=O)NC1CCCC1)C(=O)C(C)(C)O2 as listed: p53 reactivation = -4%; VP16 counter = 8%; Tb PFK inh = 1%; ELG1 DNA repair = -1%; TRPV1 ag = -2; ELG1 genotoxic = -2%; RORgamma inh = -13%; FLuc counter = 3%; BRCA1 expr act = -10%; Rab9 promoter act = 8%; NPC1 prom act = 3%
CN(C(=O)c1ccc(NC(=O)Cc2ccc([N+](=O)[O-])cc2)cc1)C1CC1 as listed: p53 reactivation = 2%; VP16 counter = .; Tb PFK inh = -14%; ELG1 DNA repair = -11%; TRPV1 ag = .; ELG1 genotoxic = 1%; RORgamma inh = .; FLuc counter = .; BRCA1 expr act = 22%; Rab9 promoter act = .; NPC1 prom act = .

Entries from the list above that have fluorine:
Values run as follows: p53 reactivation	VP16 counter	Tb PFK inh	ELG1 DNA repair	TRPV1 ag	ELG1 genotoxic	RORgamma inh	FLuc counter	BRCA1 expr act	Rab9 promoter act	NPC1 prom act
O=C(Cn1c2[n+](c3ccc(C(F)(F)F)cc31)CCCCC2)c1ccc2c(c1)OCCO2
→ 0%	11%	2%	10%	-3	-7%	14%	1%	-14%	-4%	-2%
O=C(NCCNS(=O)(=O)c1ccc(Cl)cc1)c1cc(OCC(F)(F)F)ccc1OCC(F)(F)F
→ 2%	-12%	-1%	-3%	?	-10%	0%	2%	4%	-2%	1%
COc1ccc(Nc2ccc(C(F)(F)F)cc2[N+](=O)[O-])cn1
→ ?	-8%	-2%	1%	11	0%	0%	-3%	-5%	-2%	1%
O=C(Nc1cc(S(=O)(=O)N2CCOCC2)ccc1Oc1ccc(F)cc1)C1=COCCO1
→ -5%	.	-17%	-7%	19	2%	.	1%	-14%	-9%	0%
